High-throughput results (PubChem)
procasp3 activ: procaspase-3 (human) activation; activation, % at 8.5 µM; P42574; recombinant procaspase-3 D3A, Ac-DEVD-pNA absorbance 405 nm; hit rate 0.11% among 330,000;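 active = activation above the mean of all tested compounds plus 3 SD, cut at about 21% in these data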;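 note: 0% = DMSO alone and 100% = DMSO wells spiked with extra 5 µM PC-3 D3A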
Target sequence (P42574 whole entry D9A/D28A/D175A): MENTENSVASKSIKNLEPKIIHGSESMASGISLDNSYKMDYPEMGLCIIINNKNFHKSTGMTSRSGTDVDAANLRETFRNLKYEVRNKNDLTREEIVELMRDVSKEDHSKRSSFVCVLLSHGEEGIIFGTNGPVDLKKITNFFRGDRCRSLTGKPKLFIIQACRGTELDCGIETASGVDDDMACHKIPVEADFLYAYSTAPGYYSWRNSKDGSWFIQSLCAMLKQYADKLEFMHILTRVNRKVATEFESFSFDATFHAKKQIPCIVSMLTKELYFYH
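Test system: Procaspase-3 D3A mutant, all three cleavage aspartates alanine | Dosing: Single dose, 8.5 µM nominal compound, 0.8% DMSO | Schedule: 1 h preincubation, 2 h reaction | Technique: 405 nm absorbance of p-nitroaniline, reads at 0 and 120 min | Repeats: One well per compound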
proCasp7 act: activates human procaspase-7, counter-screen for procaspase-3 activators; AID 463210; recombinant procaspase-7, Ac-DEVD-pNA absorbance 405 nm; D23A/D198A/D206A triple mutant, cannot self-cleave; scale: DMSO 0, 5 µM enzyme 100; activation, % at 8.5 µM; hit rate 0.093% among 330,000; P55210;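 active = percent activation above the screen-wide mean plus 3 SD, cut at about 25% in these data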
Target sequence (P55210 whole entry D23A/D198A/D206A): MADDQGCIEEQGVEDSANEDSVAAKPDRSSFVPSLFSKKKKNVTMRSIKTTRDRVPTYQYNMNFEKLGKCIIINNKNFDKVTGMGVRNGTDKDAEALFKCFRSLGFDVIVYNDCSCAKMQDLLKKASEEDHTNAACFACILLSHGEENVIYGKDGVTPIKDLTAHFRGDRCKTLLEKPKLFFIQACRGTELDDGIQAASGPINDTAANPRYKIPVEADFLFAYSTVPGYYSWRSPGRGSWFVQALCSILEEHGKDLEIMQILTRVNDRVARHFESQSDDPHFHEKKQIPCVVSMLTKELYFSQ
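Test system: Procaspase-7 triple mutant (PC-7 D3A). Also added: Ac-DEVD-pNA substrate, 400 µM as added. Schedule: 1 h enzyme–compound preincubation and 2 h substrate reaction, both 25 °C. Signal: p-Nitroaniline absorbance at 405 nm, read at 0 and 120 min. Control set: low DMSO alone, high DMSO plus 5 µM PC-7.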
core dimer inh: HCV core protein dimerization inhibition. TR-FRET GST/Flag-core106 dimerization, 1536-well. hit rate 0.33% among 300,000. inhibition, % at 5 µM;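 active = inhibition above the mean of all tested compounds plus 3 SD, set per screening campaign, cut at about 45% in these data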
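Assay system – GST-tagged and Flag-tagged HCV core protein residues 1-106 · Quantity – core106 proteins, GST 13.5 nM and Flag 17 nM · Benchmarks – unlabelled core106 and no-GST-core106 wells · Read-out basis – percent inhibition of core106 dimerization signal · Detection – time-resolved FRET, ex 340 nm, em 617 and 671 nm · Schedule – 4 h at 22.5 °C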
PP1 counter: blocks human PP1-alpha phosphatase, a PP5 counter-screen; P62136; purified PP1alpha, OMFP fluorescence; inhibition, % at 6.7 µM; hit rate 0.9% among 320,000; AID 2235;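 active = inhibition above the mean inhibition of all tested compounds plus 3 SD, computed separately for each screening campaign, cut at about 15% in these data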
Target sequence (P62136 whole entry, looked up): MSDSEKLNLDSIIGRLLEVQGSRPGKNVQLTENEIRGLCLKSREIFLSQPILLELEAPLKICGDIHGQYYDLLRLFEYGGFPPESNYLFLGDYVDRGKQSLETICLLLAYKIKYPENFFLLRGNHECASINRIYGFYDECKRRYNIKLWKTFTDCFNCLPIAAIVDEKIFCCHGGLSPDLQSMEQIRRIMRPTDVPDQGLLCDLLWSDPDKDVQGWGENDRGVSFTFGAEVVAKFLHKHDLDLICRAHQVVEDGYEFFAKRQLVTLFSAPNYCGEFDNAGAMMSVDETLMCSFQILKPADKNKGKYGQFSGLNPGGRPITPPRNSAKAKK
Efflux pump mplx: blocks antifungal efflux pumps in multiplex yeast assay; inhibition, % at 10 µM; S. cerevisiae Candida pump triplex, Nile Red efflux; hit rate 0.44% among 330,000; AID 485275;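 active = plate passing quality check with inhibition over a set limit, or well fluorescence over plate mean plus 4 SD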;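 note: Nile Red retained in pooled yeast measured as flow cytometry median fluorescence; 0% = buffer negative control and 100% = Enniatin B positive control; higher means more Nile Red kept so more efflux inhibition; some compounds called inactive have numbers as strong as hits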
JMJD2C inh: blocks human GASC-1 demethylase activity. Q9H3R0. GST-JMJD2C(1-420) H3K9me3 demethylation, DELFIA europium. inhibition, % at 2.35 µM. hit rate 0.069% among 330,000. AID 2099;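 active = more than half of a compound's replicate wells show inhibition beyond 50%, single wells judged on their own value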;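 note: signal counts dimethyl H3K9 product captured on neutravidin plate; 0% = median of DMSO wells and 100% = 0.3 times that DMSO median; strong numbers were not always called active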
TPT1 inh: blocks Candida albicans tRNA 2'-phosphotransferase; recombinant caTPT1, FP RNA substrate dephosphorylation; inhibition, % at 5 µM; hit rate 0.81% among 300,000;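 active = inhibition above the mean of all tested compounds plus 3 SD, set per screening campaign, cut at about 24% in these data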;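 note: plate controls were DMSO alone for no effect and ferristatin control at 100 nM for full effect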
PP5 inh: PP5 (human) phosphatase inhibition; AID 1987; P53041; purified PP5c, OMFP substrate fluorescence; inhibition, % at 6.7 µM; hit rate 0.18% among 320,000;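 active = inhibition above the campaign's mean inhibition across all tested compounds plus 3 SD, cut at about 9.5% in these data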;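 note: 0% = DMSO only and 100% = 100 µM cantharidin control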
Fh CTSL1 inh: cathepsin L1 inhibition, PFM18AAP counter-screen; recombinant F. hepatica cathepsin L1, Z-Leu-Arg-MCA fluorescence; inhibition, % at 5.96 µM; hit rate 0.49% among 300,000; AID 1906;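 active = inhibition above the mean of all tested compounds plus 3 SD, set per screening campaign, cut at about 17% in these data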;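 note: 0% = plate median of test compound wells and 100% = 1 µM Z-Phe-Ala-diazomethylketone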
An asterisk follows results filed as active; nt = not tested or not shown.

SMILES | procasp3 activ | proCasp7 act | core dimer inh | PP1 counter | Efflux pump mplx | JMJD2C inh | TPT1 inh | PP5 inh | Fh CTSL1 inh
O=C(COC(=O)CN1C(=O)C2CCCCC2C1=O)Nc1cc(S(=O)(=O)N2CCOCC2)ccc1Cl (stereo unspecified) | 3 | 3 | -8 | 0 | -0.1 | 1 | -3 | 0.9 | -4
O=C(c1ccco1)N1CCN(C(=O)C(c2ccccc2)c2ccccc2)CC1 | 12 | 0 | 10 | -4 | -0.1 | -5 | 0 | -1.1 | -2
CCOC(=O)C(Cc1c[nH]c2ccccc12)NC(=O)c1ccco1 (stereo unspecified) | -1 | 0 | 0 | -4 | 0.1 | 2 | -3 | -0.1 | -1
Nc1nnc(SCC(=O)NCCNC(=O)CSc2nnc(N)s2)s1 | -1 | -2 | 0 | -2 | 0.2 | -16 | -4 | 2.2 | -1
CCCOc1ccc(C2C(C(=O)OC)=C(C)N=C3SCCC(=O)N32)cc1OCC (stereo unspecified) | -7 | -3 | 3 | 4 | 0.1 | -2 | -9 | 0.9 | -1
CCOc1ccc(C(=O)N/N=C/c2c(C)[nH]c(=O)[nH]c2=O)cc1 | -11 | -2 | -1 | -9 | 0.0 | 3 | -2 | 1.5 | 7
Cc1cc(C(=O)N/N=C/c2cccc([N+](=O)[O-])c2O)n[nH]1 | -6 | 7 | -11 | 10 | 0.1 | 32 | -2 | 3.9 | 1
CCC(=O)N1CCC(c2ccc(OC)cc2)=N1 | -6 | -12 | -5 | -13 | 0.0 | 3 | 5 | 0.8 | -1
COc1ccc(/C=C/C(=O)NC(=S)NNC(=O)c2cc(OC)c(OC)c(OC)c2)cc1 | 3 | -2 | 1 | 6 | 0.1 | 2 | 2 | 2.5 | 4
CC(C)CCOc1ccc(C(=O)NCCC(=O)N2CCOCC2)cc1 | -1 | 7 | -3 | -3 | 0.0 | 0 | 1 | 3.3 | -4
CCn1c(N)nc2ccccc21 | 1 | 10 | -3 | -4 | 0.0 | -1 | 3 | -0.2 | -1
O=C(NNC1CC(=O)N(c2ccc3c(c2)OCCO3)C1=O)c1ccccc1 (stereo unspecified) | 9 | -15 | -2 | -2 | 0.0 | -5 | 0 | 0.9 | -3
CCn1cc2nc(SCC(=O)Nc3ccc(OC)c(OC)c3)n(Cc3ccc(OC)cc3)c(=O)c2n1 | -4 | 1 | 4 | -2 | 0.0 | -16 | 4 | 0.0 | -1
COc1ccc(CCNc2ncnc3c2c(C)c(C)n3CCCN(C)C)cc1OC | 1 | -6 | -2 | -1 | -0.1 | -4 | -1 | 1.7 | -1
CC(Oc1ccccc1Cl)c1nnc(N)s1 (stereo unspecified) | 1 | 1 | -1 | 1 | 0.0 | 3 | 1 | 1.0 | 0
Cn1c(Cn2nnc3ccccc32)nnc1SCC(=O)Nc1nccs1 | -9 | 7 | -7 | -4 | 0.1 | 3 | 0 | 1.8 | -3
COc1ccc(S(=O)(=O)N(C)c2ccc(C(=O)N3CCCC3)cc2)cc1OC | 0 | -12 | -9 | -4 | 0.1 | -16 | -5 | -1.8 | -1
CC1CCC(C(C)C)C(OC(=O)COC(=O)c2cccn2C)C1 (stereo unspecified) | 6 | -4 | 1 | -3 | 0.0 | -3 | 1 | 3.2 | -2
O=C(Cn1nnc2ccccc21)OCC(=O)c1ccc(Cl)c(Cl)c1 | -9 | 0 | -2 | -4 | -0.1 | 4 | -2 | 1.4 | 2
CC1=NOC(=O)/C1=C/c1ccc(-c2ccc(Cl)cc2)o1 | -5 | -12 | 16 | 18* | 0.0 | 11 | 8 | 1.8 | -1
CCOC(=O)N1CCN(C(=O)CN(c2cccc(C(F)(F)F)c2)S(=O)(=O)c2ccccc2)CC1 | 1 | 6 | 10 | 0 | 0.1 | nt | -1 | 3.0 | -2
Cc1cccc(NC(=O)NCc2ccc3c(c2)OCO3)c1 | 1 | 12 | 4 | -5 | -0.5 | 4 | -1 | 1.0 | -1
Cc1ccc(C(=O)Nc2ccccc2C(=O)NCc2ccco2)cc1 | 8 | 2 | nt | nt | -0.1 | 4 | nt | nt | nt
CCOC(=O)C1(CCc2ccccc2)CCN(Cc2nccn2CC)CC1 | 12 | 3 | 10 | -3 | -0.1 | -1 | 2 | 3.6 | 2
CS(=O)(=O)c1ccc(C(=O)OCc2nnc(-c3ccc(Cl)cc3)o2)cc1[N+](=O)[O-] | -2 | -3 | 14 | 0 | -0.1 | 39 | -1 | 3.5 | -12
O=C(O)/C=C\C(=O)Nc1ccc(Oc2ccc(Br)cc2)cc1 | -2 | 4 | 1 | -4 | 0.2 | -6 | -1 | 5.6 | 7
Cc1ccc(S(=O)(=O)NCc2ccccc2)cc1C(=O)N(C)Cc1ccc(F)cc1 | 3 | 3 | -14 | 0 | 0.3 | -1 | -6 | 2.1 | -4
S=C(NCCCN1CCOCC1)N1CCN(c2nc(-c3ccc(Cl)cc3)cs2)CC1 | -1 | -2 | -8 | -4 | 0.1 | -10 | -3 | 7.0 | -2
C[C@@]12C(=O)NCC(=O)N1[C@@H]1c3cc(Br)ccc3OC[C@@H]1[C@@H]2c1ccccc1 | 1 | 3 | nt | nt | -0.4 | 3 | nt | nt | nt
Cc1noc(C)c1C(=O)Nc1nc(C23CC4CC(CC(C4)C2)C3)cs1 | -6 | 1 | 2 | 1 | 0.4 | 0 | 1 | 1.4 | 4
COc1ccc(CN2CCN(C(=O)c3cccs3)CC2)cc1Br | 3 | 4 | -1 | 1 | -0.1 | -6 | -5 | -0.2 | 1
Cc1cc(=O)oc2c3c(cc(OCC(=O)NCc4ccccc4)c12)OC(C)(C)CC3 | -2 | 1 | 4 | 1 | -0.2 | 8 | -3 | -0.5 | 3
CCOCCc1c(O)nc(SCCOc2ccc(C)c(C)c2)[nH]c1=O | 5 | 3 | 5 | 5 | 0.0 | -6 | 2 | 0.1 | 1
Cc1ccccc1-n1c(C)cc(/C=C2\NC(=O)NC2=O)c1C | 3 | -10 | -5 | -2 | -0.3 | 11 | 2 | 0.1 | 2
Cc1[nH]n(-c2ccccc2)c(=O)c1/C=N/NC(=O)COc1ccccc1[N+](=O)[O-] | 6 | -11 | -10 | 0 | 0.0 | 8 | -4 | 1.0 | 2
Clc1ccc(C2=NNC(=NCc3ccccc3)SC2)cc1 | -7 | -2 | -2 | 11 | 0.1 | 17 | 2 | 2.3 | 7
NC(=O)CN1CCN(S(=O)(=O)c2ccc(Cl)cc2)CC1 | -2 | -1 | -5 | -4 | 0.0 | 5 | -2 | -0.8 | -5
COc1ccc(Cc2nnc(NC(=O)c3cc(OC)c(OC)c(OC)c3)s2)cc1 | 2 | -7 | -6 | -4 | -0.2 | -5 | 2 | -0.7 | 9
CCOc1ccc(NC(=O)Nc2ccon2)cc1 | 3 | -10 | -10 | 0 | 0.0 | 11 | 2 | 0.4 | 0
O=C(NCc1ccco1)C1CCCN(c2ncnc3c2nc2n3CCCCC2)C1 (stereo unspecified) | -2 | 5 | 2 | 0 | 0.1 | -9 | 1 | -0.1 | 0
O=C(NCCC1=CCCCC1)c1c(O)nc2sccn2c1=O | 3 | 14 | 3 | 8 | 0.0 | 1 | 2 | 0.4 | -1
O=C(NC(=S)N1CCc2ccccc21)c1ccccc1 | 2 | -18 | -4 | -4 | 0.0 | 3 | 3 | -1.5 | -2
COc1ccc(C2CC(c3cccs3)=NN2C(=O)CSc2nc(=O)n3ccc(C)cc3n2)cc1 (stereo unspecified) | -14 | -14 | 48* | 11 | 0.2 | 4 | 5 | 3.9 | 12
O=C(Nc1ccc(N2CCOCC2)cc1)c1ccc2c(c1)OCO2 | -1 | 1 | -11 | -4 | 0.4 | -2 | 3 | 3.3 | 2
COc1ccc(CC2C(=O)OC(C)(C)OC2=O)cc1 | -8 | -2 | 0 | -1 | 0.0 | 2 | -2 | 1.9 | -5

Some of the entries above, reformatted.
smiles	procasp3 activ	proCasp7 act	core dimer inh	PP1 counter	Efflux pump mplx	JMJD2C inh	TPT1 inh	PP5 inh	Fh CTSL1 inh
COc1ccc(CN2CCN(C(=O)c3cccs3)CC2)cc1Br	3	4	-1	1	-0.1	-6	-5	-0.2	1
Cc1cc(=O)oc2c3c(cc(OCC(=O)NCc4ccccc4)c12)OC(C)(C)CC3	-2	1	4	1	-0.2	8	-3	-0.5	3
CCOCCc1c(O)nc(SCCOc2ccc(C)c(C)c2)[nH]c1=O	5	3	5	5	0.0	-6	2	0.1	1

Going on with the list:
SMILES | procasp3 activ | proCasp7 act | core dimer inh | PP1 counter | Efflux pump mplx | JMJD2C inh | TPT1 inh | PP5 inh | Fh CTSL1 inh
N=C1C(=O)OCC1c1cc(Cl)ccc1NC(=O)Nc1ccccc1 (stereo unspecified) | 0 | -2 | -10 | 1 | -0.1 | -1 | 0 | 1.5 | 8
CC(NC(=O)Nc1nccs1)(C(F)(F)F)C(F)(F)F | 7 | 6 | -1 | -1 | 0.2 | 2 | 8 | 3.6 | 0
Cc1ccc(CNC(=O)c2ccc(CNc3c(N4CCCC4)c(=O)c3=O)cc2)cc1 | 14 | 1 | 0 | 0 | 0.0 | 12 | 2 | -0.1 | 2
O=C(c1cccc(C(F)(F)F)c1)N1CCC(=O)N(C(CO)Cc2ccccc2)CC1 (stereo unspecified) | 4 | -1 | -3 | -2 | -0.1 | 1 | 1 | 0.0 | 2
CC1CCC/C(=N/NC(=O)c2ccccc2-n2cccc2)C1 (stereo unspecified) | 1 | 2 | -10 | 2 | 0.0 | -10 | -4 | -2.4 | 6
O=C(Cn1ncc2c1-c1ccccc1OC2)Nc1ccc(Cl)cn1 | -12 | 4 | -6 | 5 | 0.2 | -21 | -3 | 3.9 | 8
CCOC(=O)C1CCN(Cc2cccc(Oc3ccc(Cl)cc3)c2)CC1 | -5 | 11 | -4 | 3 | 0.0 | 3 | -2 | 3.8 | -1
CCC1=C2CC[C@H]3C(=O)N(C)C(=O)[C@H]3[C@H]2[C@@]2(Cc3ccccc3)C(=NCC(=O)OC)OC(=O)N2C1=O | 3 | 11 | 12 | 0 | 0.0 | -23 | -1 | -1.6 | -1
CCN(CC)c1ncc(C)c(=O)[nH]1 | -4 | 0 | -3 | -6 | 0.1 | 3 | -4 | 1.8 | 1
CC(C)CNC(=S)NC(=O)c1ccc(F)cc1 | -3 | -4 | -11 | -5 | 0.8 | -34 | -1 | -1.6 | -8
CCOc1ccc(-c2cc(C(=O)N/N=C(\C)c3cccnc3)c3ccccc3n2)cc1 | -3 | 2 | -1 | 0 | -0.1 | 4 | -2 | 2.9 | 1
COCC(C)n1c(SCc2nc(N)nc(Nc3ccccc3C)n2)nc2ccccc2c1=O (stereo unspecified) | 0 | 4 | 4 | 0 | 0.1 | -28 | -6 | 2.3 | 4
